FEN1 inhibitor: blocks human flap endonuclease 1; 390,000 tested, 0.35% active; Recombinant FEN1 flap cleavage, fluorescence, 15 min; Potency, µM (highest dose often 114 µM), inactives show at the top dose activity change, negative = inhibition, usual class: inhibitors; P39748; AID 588795; note: nearly all actives have a fitted effect of over 65% in size
Target sequence (P39748 whole entry, looked up): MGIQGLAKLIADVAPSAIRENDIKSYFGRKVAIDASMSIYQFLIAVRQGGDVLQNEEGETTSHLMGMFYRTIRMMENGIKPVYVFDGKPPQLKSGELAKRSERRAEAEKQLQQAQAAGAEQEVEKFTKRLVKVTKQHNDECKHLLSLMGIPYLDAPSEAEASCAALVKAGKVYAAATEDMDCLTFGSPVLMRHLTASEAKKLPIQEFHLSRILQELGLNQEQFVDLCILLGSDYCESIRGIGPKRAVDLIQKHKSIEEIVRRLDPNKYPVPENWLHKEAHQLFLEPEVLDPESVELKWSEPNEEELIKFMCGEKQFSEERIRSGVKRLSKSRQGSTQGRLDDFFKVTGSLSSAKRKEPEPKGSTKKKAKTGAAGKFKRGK
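With each library titrated from low to high concentration, compounds met 10 nM FEN1 for 15 min at room temperature before 50 nM substrate was added; readings at 0 and 15 min fed four-parameter Hill curve fits.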
DT40 TDP1 CPT: growth inhibition of DT40 Tdp1-/-;hTDP1 cells with camptothecin (screen for TDP1 inhibitors); Potency, µM (top dose mostly 46.2 µM), inactives show top-dose activity change, negative = growth inhibition, hits mostly inhibitors; 420,000 tested, 12% active; chicken DT40 Tdp1-/-;hTDP1 cells + 20 nM CPT, ATP luminescence, 48 h; note: nearly all actives have a fitted effect of over 55% in size
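Cell growth measured by CellTiter-Glo luminescence after a minimum 48 h, 37 C compound exposure with 20 nM CPT in Tdp1-knockout DT40 cells stably expressing hTDP1, seeded 400/well; qHTS titration format.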
N370S GC: N370S glucocerebrosidase modulation, Gaucher chaperone candidate | N370S GC spleen homogenate, 4MU-glucoside fluorescence | 330,000 tested, 0.092% active | Potency, µM (highest dose often 59.4 µM), without a hit: at the highest dose activity change, negative = inhibition, most hits filed as inhibitors;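 note: 0% = full enzyme activity and -100% = no enzyme basal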
Active calls of the source: *; ? = inconclusive; nt = not tested or not shown; & = joins results of further samples; [ ] = dose if it differs, or a comment. Calls come from the whole dose curve; as a rule, active = well fitted curve in the direction sought with a large enough effect; inconclusive = small, poorly fitted or top-dose-only effect, or another doubt; inactive = no such curve, though single readings can be large; an effect the other way counts as inactive or inconclusive. Unless noted, % is set by controls: 0 for no effect and ±100 for the full control effect; potency is the fitted concentration of half-maximal effect.

| Structure | FEN1 inhibitor | DT40 TDP1 CPT | N370S GC |
| --- | --- | --- | --- |
| CC1Cc2ccccc2N1C(=O)COC(=O)c1ccccc1NCCO (configuration not stated) | 6% | -20% | ? |
| CCC(Oc1ccccc1)C(=O)NC1CCSC1=O (configuration not stated) | 6% | 1% | 3% |
| CCN(C(=O)CSc1ncnc2sccc12)c1c(N)n(Cc2ccccc2)c(=O)[nH]c1=O | -6% | 10% | nt |
| Cc1ccc(-c2nnc(SCCC(=O)N3CCOCC3)o2)cc1 | 2% | -18% | -3% |
| COc1cccc(NC(=O)CCS(=O)(=O)c2ccc(Br)cc2)c1 | -10% | -7% | -5% |
| CCN(CC)S(=O)(=O)c1ccc(NC2c3ncccc3C(=O)N2Cc2ccccc2)cc1 (configuration not stated) | -11% | -13% | 5% |
| Cc1ccc2c(c1)c(=O)c(C(=O)c1ccncc1)cn2CC(=O)Nc1c(C)cccc1C | -1% | 0% | nt |
| CCOc1cc(/C=N/NC(=O)COc2ccc(C)cc2)ccc1OC(=O)c1cccs1 | ? | ? | 6% |
| O=C(/C=C/c1ccc(OC(F)F)cc1)OCC(=O)N1CCc2ccccc21 | 0% | 6% | -2% |
| CC(C)(CCc1ccccn1)C(=O)C(CCc1ccccn1)CCc1ccccn1 | -6% | ? | nt |
| CN1CCCN(C(=O)c2cc3c(s2)CCCC3)CC1 | 18% | 2% | -13% |
| CCn1cc(C(=O)NCCC(=O)OC)c(=O)c2cc3c(cc21)OCO3 | 18% | -3% | -4% |
| COc1ccccc1OCc1nnc(SCC(=O)NCc2ccco2)n1Cc1ccco1 | ? | 2% | -2% |
| COc1ccc(CC(NC(C)=O)C(=O)NC2CCN(c3c4c(nc5ncnn35)CCC4)CC2)cc1 (configuration not stated) | -2% | -24% | 10% |
| COc1ccc(CN2C(=O)c3ccccc3C2=O)cc1C(=O)Nc1ccc(C)cc1C | -7% | -26% | ? |
| Cc1nnc(N(C)C(=O)c2ccncc2)s1 | 4% | -1% | -11% |
| Cc1[nH]c2ccccc2c1C(=O)CNc1nccs1 | 5% | ? | ? |
| CCN(CC)S(=O)(=O)c1ccc(/C=C/C(=O)OCC(=O)NCc2cccs2)cc1 | -5% | 21µM* | nt |
| CC(C)(Oc1ccc(Br)cc1)C(=O)N1CCc2ccccc21 | -9% | 5% | 8% |
| COc1cccc(/C=C2\C=C(c3ccc(C)cc3)OC2=O)c1OC(C)=O | -2% | 8% | 2% |
| Cc1ccc(CC2CC(=O)N(c3ccc(C)cc3)C2=O)cc1 (configuration not stated) | 2% | 4% | -11% |
| CCN(C(=O)CSc1nnc(COc2ccccc2F)n1N)C1CCS(=O)(=O)C1 (configuration not stated) | 3% | 1% | -3% |
| Cc1csc(NC(=O)CSc2nnc(C)c(=O)n2N)n1 | -1% | 0% | 6% |
| O=C(CCc1nc(-c2ccc(F)cc2)no1)Nc1cccc(C(=O)NC2CC2)c1 | -14% | ? | nt |
| c1cc2c(cc1Nc1nc(-c3ccc4c(c3)OCO4)cs1)OCCO2 | -1% | ? | 0% |
| CC(=O)c1ccc(N(C(=O)CNC(=O)c2ccco2)C(C(=O)NC2CCCC2)c2ccco2)cc1 (configuration not stated) | -3% | 6% | -3% |
| Cc1nc(NC(=O)c2cc(-n3cnnc3)ccc2Cl)ccc1Br | -12% | -2% | -4% |
| COc1ccc2nc(C)cc(N3CCN(S(=O)(=O)c4ccccc4F)CC3)c2c1 | -1% | ? | nt |
| CS(=O)(=O)N(C(=O)NC(=O)NC1CCS(=O)(=O)C1)C1CCCCC1 (configuration not stated) | 0% | -3% | 6% |
| Cn1cc(S(=O)(=O)N2CCCC2)cc1C(=O)Nc1cccc(C(F)(F)F)c1 | -15% | -2% | -18% |
| NC(=O)CC(NC(=O)c1ccccc1)c1ccc(N2CCC(N3CCCC3)CC2)c([N+](=O)[O-])c1 (configuration not stated) | 18% | -18% | -4% |
| COC(=O)c1ccc(OCC(O)CN(CCO)CC(O)Cn2ccc3ccccc32)cc1 (configuration not stated) | -6% | -15% | -19% |
| O=C(Nc1ccc(N2CCCC2)cc1)c1ccc(Br)o1 | -6% | ? | -20% |
| CCCC(=O)Nc1nc(C)c(-c2csc(Nc3ccccc3C)n2)s1 | -12% | -2% | -2% |
| COc1ccc(-c2nnc(SCC(=O)NCCc3ccc(OC)c(OC)c3)nc2-c2ccc(OC)cc2)cc1 | -22% | 18µM* | nt |
| CC(=O)C1=C(C)NC(=S)NC1c1cccc([N+](=O)[O-])c1 (configuration not stated) | 3% | 9% | 6% |
| O=C(Nc1nc2ccc(Cl)cc2s1)c1ccc(N2CCCCC2)c([N+](=O)[O-])c1 | -5% | 16µM* | 9% |
| Cc1occc1-c1nnc(-c2cc([N+](=O)[O-])cc([N+](=O)[O-])c2)o1 | 6% | ? | ? |
| O=C(C[n+]1ccncc1)c1cccc([N+](=O)[O-])c1 | 18% | ? | nt |
| COC(=O)COc1cccc2c(=O)n(CC(=O)NCCc3ccccc3)ccc12 | 15% | -3% | 2% |
| S=C(NC1CCCCC1)N1CCN(Cc2ccccc2)CC1 | -5% | 0% | -27% |
| CCN(CC)C(=O)Cn1cc(S(=O)(=O)CC(=O)Nc2ccc(C(N)=O)cc2)c2ccccc21 | -4% | 5% | -6% |
| O=C(NC(Cc1c[nH]c2ccccc12)C(=O)N1CCOCC1)c1cccs1 (configuration not stated) | -17% | 3% | 5% |
| COc1cc(NC(=O)c2cc3ccccc3o2)c(OC)cc1Cl | -3% | -19% | 14% |
| CC[C@@H](C(=O)[C@@H](C)[C@@H](O)[C@H](C)CCc1ccc(C)c(O)c1C(=O)O)[C@H]1O[C@](CC)([C@H]2CC[C@](O)(CC)[C@H](C)O2)C[C@@H]1C | -17% | 2.6µM* | 14% |
| CSc1ccc(/C=C/C(=O)c2ccc(NC(=O)C(C)C)cc2)cc1 | -15% | ? | -2% |
| CCOc1ccc(-n2c(-c3ccc(OC)cc3)cc3c2CC(C)(C)CC3=O)cc1 | -21% | ? | nt |
| CCCn1c(C2CCCN2c2nc(C)cs2)nc2cc(Cl)c(Cl)cc21 (configuration not stated) | -7% | ? | 24% |
| C#CCNC(=O)C1=C[C@@H](C(C)(C)C)C[C@@H](OCc2ccc(CO)cc2)O1 | 3% | ? | 28% |
| COc1ccc(NC(=O)CN2CCN(CC(=O)Nc3ccc4c(c3)OCO4)CC2)cc1 | -3% | 1% | 12% |
| CSc1cccc(NC(=O)OC2CCCCCCCCCCC2)c1 | 15% | ? | 12% |
| CCn1nc(NC(=O)Cc2ccc(OC)cc2)c2cc3cccc(C)c3nc21 | -2% | ? | 3% |
| COc1ccc(N2CCN(S(=O)(=O)CCNC(=O)COc3ccccc3C)CC2)cc1 | -4% | ? | -13% |
| CCOc1ccc(-c2cc(-c3nc(-c4cc(OC)c(OC)c(OC)c4)no3)[nH]n2)cc1 | 13% | 9.2µM* | nt |
| O=S(=O)(c1ccc(NC(=S)NN=C2CCCCC2)cc1)N1CCOCC1 | 0% | 7% | -7% |
| COc1ccc(CCNC(=O)c2ccc(OCC(=O)N3CCOCC3)c(OC)c2)cc1OC | -1% | -9% | 1% |
| Cc1ccc(CSc2ncc(Cl)c(C(=O)Oc3ccccc3F)n2)cc1 | 10% | -8% | nt |
| Cc1cc(C)c(C#N)c(SC(C(=O)NC(C)(C)C)c2ccccc2)n1 (configuration not stated) | 1% | 2% | -6% |
| Cc1ccc2ccc(C(Nc3cccc(C(F)(F)F)c3)c3cccnc3)c(O)c2n1 (configuration not stated) | -19% | ? | 11% |
| COc1ccccc1C(=O)N/N=C/C(C)=C/c1ccccc1 | 1% | 1% | -3% |

Later entries:
| Structure | FEN1 inhibitor | DT40 TDP1 CPT | N370S GC |
| --- | --- | --- | --- |
| COc1ccc(/C=C/C(=O)c2ccc(OC)cc2O)cc1 | 12% | ? | -8%[12.8 µM] |
| Cc1cccc(NC(=O)COC(=O)CSc2ccccc2)c1C | -13% | -27% | nt |
| N#Cc1ccccc1NC(=O)CN1CCN(c2ccccn2)CC1 | -6% | 28% | -9% |
| COc1ccccc1N(C1=NCCCS1)S(=O)(=O)c1ccc(C(C)(C)C)cc1 | 15% | 21µM* | ? |
| Cc1cccc(Cn2c(Cc3ccccc3)nc3ccccc32)c1 | -28%&-15% | ? | 14% |
| CN(c1ccccc1C(=O)Nc1ccc(S(=O)(=O)N2CCOCC2)cc1)S(=O)(=O)c1ccccc1 | -10% | ? | 0% |
| O=[N+]([O-])c1cc(-c2cccnc2)n[nH]1 | -14% | 26% | nt |
| CN(CC(=O)Nc1cccc(F)c1)CC(=O)Nc1cccc(S(=O)(=O)N2CCCCCC2)c1 | -19% | 16µM* | 3% |
| CCOc1cccc(C(=O)N(Cc2ccc(F)cc2)C2CCS(=O)(=O)C2)c1 (configuration not stated) | -11% | 3% | 3% |
| Cc1cc2[nH]c(=O)c(=O)[nH]c2cc1S(=O)(=O)Nc1ccccc1F | 1% | -8% | ? |
| COc1ccc(NC(=O)Nc2ccc(OC)cc2)cc1 | 2% | -17% | -3% |
| Cc1ccc(C(=O)NC(=S)Nc2ccccc2C)cc1 | -4% | -10% | 7% |
| CC(C)CC(=O)Nc1ccc(-c2cn3ccsc3n2)cc1 | -2% | ? | -8% |
| O=C(CSc1nc2ccccc2n1CC(=O)N1CCOCC1)N1CCCC1 | -8% | -11% | 4% |
| Cc1c(C(=O)Nc2ccccc2)sc2nc[nH]c(=O)c12 | -8% | 7% | 2% |

One compound at a time, as listed above. Screens in order: FEN1 inhibitor	DT40 TDP1 CPT	N370S GC
`COc1ccc(NC(=O)Nc2ccc(OC)cc2)cc1` across the screens: 2%	-17%	-3%
`Cc1ccc(C(=O)NC(=S)Nc2ccccc2C)cc1` across the screens: -4%	-10%	7%

Following part:
| Structure | FEN1 inhibitor | DT40 TDP1 CPT | N370S GC |
| --- | --- | --- | --- |
| COc1cc(/C=N/N2CCOCC2)ccc1OCc1ccccc1 | 11% | -6% | -7% |
| CC(C)[C@H](NC(=O)c1ccccc1)C(=O)OCC(=O)NCCc1ccc(F)cc1 | -5% | 6% | ? |
| O=Cc1c(Nc2ccccc2Cl)nc2ccccn2c1=O | -15% | 10% | 1% |
| CCOC(=O)C(NC(=O)NCc1ccc(OC)cc1)(OCC)C(F)(F)F (configuration not stated) | 4% | -4% | -17% |
| CC(CN1CCCC1)OC(=O)COc1ccccc1 (configuration not stated) | -1% | -14% | 1% |

Gathered by group, the entries above containing a halogen.
| Structure | FEN1 inhibitor | DT40 TDP1 CPT | N370S GC |
| --- | --- | --- | --- |
| COc1cccc(NC(=O)CCS(=O)(=O)c2ccc(Br)cc2)c1 | -10% | -7% | -5% |
| O=C(/C=C/c1ccc(OC(F)F)cc1)OCC(=O)N1CCc2ccccc21 | 0% | 6% | -2% |
| CC(C)(Oc1ccc(Br)cc1)C(=O)N1CCc2ccccc21 | -9% | 5% | 8% |
| CCN(C(=O)CSc1nnc(COc2ccccc2F)n1N)C1CCS(=O)(=O)C1 (configuration not stated) | 3% | 1% | -3% |
| O=C(CCc1nc(-c2ccc(F)cc2)no1)Nc1cccc(C(=O)NC2CC2)c1 | -14% | ? | nt |
| Cc1nc(NC(=O)c2cc(-n3cnnc3)ccc2Cl)ccc1Br | -12% | -2% | -4% |
| COc1ccc2nc(C)cc(N3CCN(S(=O)(=O)c4ccccc4F)CC3)c2c1 | -1% | ? | nt |
| Cn1cc(S(=O)(=O)N2CCCC2)cc1C(=O)Nc1cccc(C(F)(F)F)c1 | -15% | -2% | -18% |
| O=C(Nc1ccc(N2CCCC2)cc1)c1ccc(Br)o1 | -6% | ? | -20% |
| O=C(Nc1nc2ccc(Cl)cc2s1)c1ccc(N2CCCCC2)c([N+](=O)[O-])c1 | -5% | 16µM* | 9% |
| COc1cc(NC(=O)c2cc3ccccc3o2)c(OC)cc1Cl | -3% | -19% | 14% |
| CCCn1c(C2CCCN2c2nc(C)cs2)nc2cc(Cl)c(Cl)cc21 (configuration not stated) | -7% | ? | 24% |
| Cc1ccc(CSc2ncc(Cl)c(C(=O)Oc3ccccc3F)n2)cc1 | 10% | -8% | nt |
| Cc1ccc2ccc(C(Nc3cccc(C(F)(F)F)c3)c3cccnc3)c(O)c2n1 (configuration not stated) | -19% | ? | 11% |
| CN(CC(=O)Nc1cccc(F)c1)CC(=O)Nc1cccc(S(=O)(=O)N2CCCCCC2)c1 | -19% | 16µM* | 3% |
| CCOc1cccc(C(=O)N(Cc2ccc(F)cc2)C2CCS(=O)(=O)C2)c1 (configuration not stated) | -11% | 3% | 3% |
| Cc1cc2[nH]c(=O)c(=O)[nH]c2cc1S(=O)(=O)Nc1ccccc1F | 1% | -8% | ? |
| CC(C)[C@H](NC(=O)c1ccccc1)C(=O)OCC(=O)NCCc1ccc(F)cc1 | -5% | 6% | ? |
| O=Cc1c(Nc2ccccc2Cl)nc2ccccn2c1=O | -15% | 10% | 1% |
| CCOC(=O)C(NC(=O)NCc1ccc(OC)cc1)(OCC)C(F)(F)F (configuration not stated) | 4% | -4% | -17% |

Only part of the results is shown. The share of hits here may be higher or lower than overall.
